Compound activity (PubChem)
CRE Fsk mod: Cell signaling CRE-BLA (Fsk stim); CHO CRE-bla reporter (cAMP response element driving beta-lactamase), forskolin EC10, beta-lactamase ratio; Potency, µM (highest dose often 38.2 µM), for inactives: top-dose activity change, negative = inhibition, hits mostly activators; 2.5% of 71,000 active; active = well fitted activation curve with a large enough effect in the signal ratio, with a control signal flat, not every such curve was filed as active; inconclusive = small, poorly fitted or top-dose-only effect, or effect the other way, or a change in a side signal; the % refers to the signal ratio; also: potency is read from the fitted curve at half-maximal effect; % of control where 0% means no effect
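Titrated compounds plus EC10 NKH 477 on CHO CRE-bla cells, 3 h, 37 °C. CCF4, 2 h RT. Ratio 460/530 nm → AC50.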
15-hLO inh: qHTS Assay for Inhibitors of 15-hLO (15-human lipoxygenase); Polyunsaturated fatty acid lipoxygenase ALOX15 (Homo sapiens), P16050; purified 15hLO-1, xylenol orange hydroperoxide absorbance; Potency, µM (series often up to 57.1 µM), inactives show top-dose activity change, negative = inhibition, hits mostly inhibitors; 1.4% of 74,000 active; AID 887, 2007; also: potency is read from the fitted curve at half-maximal effect; % is scaled to controls: 0 for no effect and ±100 for the full control effect; nearly all actives have a fitted effect of over 55% in size
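Quantitative HTS in 25 mM Hepes pH 7.5 containing 0.01% Triton X-100: human 15hLO-1 at 40 nM, arachidonic acid at 50 uM, 6 min turnover. Product quantified via ferrous oxidation/xylenol orange, 573:405 nm absorbance ratio.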
Ub-GFP proteasome: Ubiquitin-GFP Assay | AID 526, 2006 | Ubiquitin-GFP reporter cells, proteasome inhibition, GFP fluorescence; response scale: untreated = 0%, 10 µM MG-132 = 100% | 67,000 tested, under 10 active | Potency, µM (series often up to 45.9 µM), for the others: at the highest dose activation (GFP accumulation), actives largely listed as activators; active = well fitted activation curve with a large enough effect, not every such curve was filed as active; inconclusive = small, poorly fitted or top-dose-only effect, or another doubt; inactive = no such curve, though single readings can be large or run the other way; also: potency is read from the fitted curve at half-maximal effect
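Reporter cells (U2OS, ubiquitin-G76V-GFP fusion) are plated overnight, then treated 4 hr at 37 °C with compound titrations from 46 uM down to 2.9 nM. Activity is scaled against untreated cells and 10 uM MG-132.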
Tau fil binding: qHTS Assay for Tau Filament Binding; 2% of 71,000 active; Potency, µM (titrated, usually from 57.1 µM), for inactives: top-dose activity change, negative = inhibition; Microtubule-associated protein tau (Homo sapiens), P10636; recombinant tau filaments, thioflavin S fluorescence, 15 h; filaments grown with octadecylsulfate alongside compound;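 also: potency is read from the fitted curve at half-maximal effect; % is scaled to controls: 0 for no effect and ±100 for the full control effect; actives lower thioflavin S fluorescence by blocking filaments or displacing dye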
Target sequence (P10636 whole entry, looked up): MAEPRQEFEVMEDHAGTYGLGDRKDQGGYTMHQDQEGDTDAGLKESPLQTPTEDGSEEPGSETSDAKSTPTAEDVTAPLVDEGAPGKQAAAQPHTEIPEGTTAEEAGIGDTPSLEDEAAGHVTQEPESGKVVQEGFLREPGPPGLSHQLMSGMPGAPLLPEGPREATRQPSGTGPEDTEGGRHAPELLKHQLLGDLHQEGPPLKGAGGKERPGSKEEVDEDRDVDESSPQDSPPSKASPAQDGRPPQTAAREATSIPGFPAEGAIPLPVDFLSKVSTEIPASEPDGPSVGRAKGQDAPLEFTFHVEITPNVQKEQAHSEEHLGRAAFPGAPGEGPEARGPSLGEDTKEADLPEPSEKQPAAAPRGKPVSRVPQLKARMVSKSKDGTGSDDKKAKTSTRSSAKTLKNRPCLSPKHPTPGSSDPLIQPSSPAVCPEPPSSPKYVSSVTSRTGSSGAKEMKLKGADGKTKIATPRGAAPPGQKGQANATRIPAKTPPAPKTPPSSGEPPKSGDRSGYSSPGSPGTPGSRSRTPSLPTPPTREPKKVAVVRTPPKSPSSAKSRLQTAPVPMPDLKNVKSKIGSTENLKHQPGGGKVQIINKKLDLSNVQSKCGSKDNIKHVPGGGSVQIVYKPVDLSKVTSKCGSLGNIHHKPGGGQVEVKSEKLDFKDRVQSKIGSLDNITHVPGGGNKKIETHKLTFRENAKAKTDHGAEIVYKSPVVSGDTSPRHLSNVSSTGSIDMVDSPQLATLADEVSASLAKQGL
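Tau 2 uM in ThS buffer dispensed; compound added; 60 uM ODS added (finals 1 uM tau, 30 uM ODS); 15 h 37 C; fluor ex450/em510.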
HADH2 inh: qHTS Assay for Inhibitors of HADH2 (Hydroxyacyl-Coenzyme A Dehydrogenase, Type II) | recombinant HADH2, NADH fluorescence, beta-hydroxybutyryl-CoA | Potency, µM (top dose mostly 57.1 µM), inactives show at the top dose activity change, negative = inhibition, most hits filed as inhibitors | 3.4% of 73,000 active; also: potency is read from the fitted curve at half-maximal effect; % is scaled to controls: 0 for no effect and ±100 for the full control effect; nearly all actives have a fitted effect of over 60% in size; many of its hits are not listed in these tables
Target sequence (Q99714 whole entry, looked up, one chain of several): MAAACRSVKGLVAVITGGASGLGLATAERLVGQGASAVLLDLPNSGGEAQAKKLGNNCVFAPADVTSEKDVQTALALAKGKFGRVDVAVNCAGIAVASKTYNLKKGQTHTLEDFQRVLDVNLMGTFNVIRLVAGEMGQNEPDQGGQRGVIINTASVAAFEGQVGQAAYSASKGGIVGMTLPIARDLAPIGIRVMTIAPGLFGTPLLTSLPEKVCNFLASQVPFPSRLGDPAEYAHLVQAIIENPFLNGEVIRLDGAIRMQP
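Activity measured as NADH fluorescence gain (360/450 nm), taken as the change between first and last reads of a 4-min kinetic run. Conditions: pH 9.0 Tris buffer, 20 nM E. coli-expressed His-tagged enzyme, 1 mM NAD+, 90 uM beta-hydroxybutyryl-CoA; 15-min compound preincubation.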
Hsp90 Hop PPI: qHTS Assay for Disrupters of an Hsp90 Co-Chaperone Interaction | Hsp90 C-terminal peptide / TPR2A (Hop) interaction, human | AlphaScreen TPR2A-His6 binding biotin-Hsp90 C-terminal peptide | Potency, µM (top dose mostly 57 µM), inactives show top-dose activity change, negative = inhibition | 0.44% of 71,000 active; active = well fitted curve in either direction with a large enough effect; inconclusive = small, poorly fitted or top-dose-only effect, or another doubt; also: potency is read from the fitted curve at half-maximal effect; % is scaled to controls: 0 for no effect and ±100 for the full control effect; many of its hits are not listed in these tables
Epigenetic mod: qHTS Assay for Epigenetic Modulators | mouse C127i GFP locus derepression, cytometry, 30 h | Potency, µM (titrated, usually from 46.1 µM), without a hit: at the highest dose GFP derepression (activation) | 0.09% of 68,000 active; also: % of control where 0% means no effect
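Read-out is the number of GFP-positive cells, scored as fluorescent objects 20 to 120 um wide, reflecting derepression of a silenced CMV-GFP reporter in murine C127i cells after 30 h compound exposure at 37 C.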
DNA Pol III inh: qHTS Assay for Inhibitors of DNA Polymerase III Holoenzyme System. reconstituted DNA polymerase III holoenzyme replication, biochemical. Potency, µM (highest dose often 57.1 µM), without a hit: at the highest dose activity change, negative = inhibition. 0.25% of 71,000 active. AID 603, 2007; also: potency is read from the fitted curve at half-maximal effect; % is scaled to controls: 0 for no effect and ±100 for the full control effect
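Reconstituted *E. coli* holoenzyme (0.35 nM Pol III, 1 nM beta, 154 nM SSB, 2 nM primase) was preincubated with compound for 15 min at RT. Synthesis on 1.4 nM ssM13Gori ran 35 min, then was stopped with PicoGreen/EDTA and read as dsDNA fluorescence.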
ERK AVP inh: qHTS Assay for Inhibitors of the ERK Signaling Pathway using a Homogeneous Screening Assay. 0.99% of 72,000 active. Potency, µM (top dose mostly 57.5 µM), for the others: top-dose activity, negative = inhibition, most hits filed as inhibitors. HEK293-V1b, vasopressin-stimulated pERK AlphaScreen. AID 995, 2007; also: potency is read from the fitted curve at half-maximal effect; % is scaled to controls: 0 for no effect and ±100 for the full control effect; nearly all actives have a fitted effect of over 55% in size
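V1b-HEK293 cells; cpd 30 min 37C; 25 nM vasopressin 5 min; lyse 10 min; AlphaScreen beads 5 hr RT. Normalized to DMSO basal and 25 nM vasopressin; AC50 by Hill fit.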
FLuc inh: qHTS Assay for Inhibitors of Firefly Luciferase. Luciferin 4-monooxygenase (Photinus pyralis), P08659. purified firefly luciferase, luminescence, 8 min. Potency, µM (top dose mostly 57.1 µM), without a hit: at the highest dose activity change, negative = inhibition, actives largely listed as inhibitors. 2.2% of 72,000 active. AID 411, 2009; also: potency is read from the fitted curve at half-maximal effect; % is scaled to controls: 0 for no effect and ±100 for the full control effect; nearly all actives have a fitted effect of over 40% in size
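Firefly luciferase (PKLight detection mix) with 10 uM ATP in pH 7.2 imidazole buffer (KCl, MgCl2, Tween 20, BSA). Compounds tested across a concentration series (qHTS). Luminescence read after 8 min at ambient temperature.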
HBB splicing: qHTS Assay for Modulators of Hemoglobin Beta Chain Splicing; Potency, µM (highest dose often 46.1 µM), inactives show at the highest dose activation, most hits filed as activators; HBB splicing reporter cell assay, activation; EGFP reporter with mutant IVS2-654 intron; response scale: normalised to 500 nM splice-correcting PNA; 0.06% of 65,000 active; also: potency is read from the fitted curve at half-maximal effect; 0% is about no effect
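Compounds were applied for 2 days to HeLa EGFP-654 cells, 500/well in Optimem with 2% FCS. The reporter's EGFP is disrupted by mis-splicing of beta-globin intron IVS2-654. Readout: summed well GFP fluorescence from 488 nm laser scanning; reference was 500 nM antisense […] 654 PNA.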
The depositor's hits bear a star; ? = inconclusive; nt = not tested or not shown; & = joins results of further samples; [ ] = another dose, or the depositor's remark. Unless noted, calls follow the shape of the dose curve; as a rule, active = well fitted curve in the direction sought with a large enough effect; inconclusive = small, poorly fitted or top-dose-only effect, or another doubt; inactive = no such curve, though single readings can be large; an effect the other way counts as inactive or inconclusive.

SMILES	CRE Fsk mod	15-hLO inh	Ub-GFP proteasome	Tau fil binding	HADH2 inh	Hsp90 Hop PPI	Epigenetic mod	DNA Pol III inh	ERK AVP inh	FLuc inh	HBB splicing
COc1cccc2[nH]c3c(=O)n(CCN(C)C)cnc3c12	?	-6%	-6%	6%	9%	-1%	3%	-4%	-5%	2%	3.4%
CC(=O)Nc1ccc(NC2(C)C(=O)c3ccccc3C2=O)cc1	-1%	0%	-19%	3%	-1%	?	2%	-2%	26%	2%	2.4%
CCC(C)Sc1nc2c(cnn2-c2ccc(C)c(C)c2)c(=O)[nH]1 (centres undefined)	2.5µM*	-3%	9%	90%	9%	1%	nt	-6%	nt	1%	-0.3%
CCCNC(=O)OC[C@@H]1O[C@H](CCO/N=C\[C@@H](C)[C@H](OCc2ccccc2)C(C)C)C=C[C@@H]1Oc1ccc(OC)cc1	nt	4%[11.4 µM]	nt	nt	0%[11.4 µM]	nt	nt	nt	33%[activator][11.5 µM]	0%[11.4 µM]	2.1%[9.22 µM]
COc1ccc(Nc2nc(N3CCCCC3)nc(N3CCCCC3)n2)c(OC)c1	?	8%[11.4 µM]	-1%[9.17 µM]	12%[11.4 µM]	2%[11.4 µM]	-6%[11 µM]	-2%	-2%[11.4 µM]	-7%	2%	-2.9%[0.0738 µM]
CCn1c(=NC(=O)CSC(C)=O)sc2cc(F)ccc21	?	7%	-5%	-8%	-4%	0%	2%	-1%	24%	-2%	-1.6%
O=C(O)c1n[nH]c2c1CCCC2	3%	17%	-3%	6%	0%	-3%	-1%	-5%	-9%	5%	nt
CC(C)CCN1C(=O)c2ccc(C(=O)NCc3ccco3)cc2C1=O	-1%	-6%	-2%	-7%	12%	-8%	2%	-3%	-16%	-2%	-0.5%
Clc1ccc(Cn2ncc3c(NCc4ccco4)ncnc32)c(Cl)c1	3%	2%	-5%	-11%	21%	-7%	3%	1%	12%	1%	-0.4%
COc1ccc(CNC(=O)Cc2ccc(OC)c(S(=O)(=O)N3CCOCC3)c2)cc1	4%	1%	3%	-4%	7%	-6%	0%	-4%	-2%	0%	-2.0%
COc1ccc(NC(=O)c2cnc3sccn3c2=O)cc1	17%	-3%	10%	-4%	-18%	-2%	1%	-6%	21%	-5%	-0.9%
CCC(c1nnnn1C(C)(C)C)N1CCN(c2cc(Cl)ccc2C)CC1 (centres undefined)	6%	-2%	-1%	14%	-8%	13%	-2%	-3%	-4%	0%	nt
N=C1C(c2nc3ccccc3c(=O)[nH]2)=C(O)CN1CCO	-2%	1%	-1%	6%	-11%	-1%	-2%	2%	-13%	4%	nt
CCCCn1c(=O)[nH]c(=O)c2c1nc(COc1ccc(C#N)cc1)n2CCC	?	-4%	-2%	23%	-1%	2%	1%	-7%	4%	0%	-0.9%
CC1(C)CC(=O)c2sc(NC(=O)CN3CCCCC3)nc2C1	2%	-10%	19%	-7%	-6%	-2%	0%	-6%	12%	2%	-0.2%
COc1ccccc1C(=O)Nc1ccccc1N1CCN(S(C)(=O)=O)CC1	2%	2%	8%	3%	-6%	-4%	-3%	-4%	?	1%	0.4%
N#Cc1nc(-c2ccccc2)oc1N1CCCCC1	?	4%	6%	43%	?	-21%	-5%	1%	-13%	1%	-3.7%[0.369 µM]
CC(=O)c1cccc(NC(=O)N2CCC(c3nnc(SCC(N)=O)n3C)CC2)c1	2%	12%	1%	-23%	3%	-2%	-2%	-4%	0%	3%	-0.3%[57.5 µM]
COc1ccccc1CNS(=O)(=O)c1cc(C)ccc1OC	?	-5%	-2%	5%	5%	-2%	3%	-2%	-12%	0%	0.9%
CC(C(=O)NC1=NCCS1)(C(F)(F)F)C(F)(F)F	?	3%	0%	19%	12%	-7%	0%	-1%	-23%	3%	-2.4%
COc1cc2ccccc2cc1C(=O)OCC(=O)N1CCOCC1	-3%	-16%	-6%	2%	?	0%	1%	-4%	?	-20%	-0.3%[57.5 µM]
CC(C)[C@@H](CC(=O)N[C@@H]1CCNC[C@H]1C(=O)N[C@H](CC(=O)N[C@@H](CCC(=O)O)CC(=O)O)Cc1c[nH]c2ccccc12)NC(=O)C[C@H](Cc1ccccc1)NC(=O)[C@@H]1CCCC[C@H]1N	-14%	nt	nt	-5%	2%	-10%	nt	-2%	nt	nt	-0.6%
CC(=O)NC(C)c1ccc(Cl)c(Cl)c1 (centres undefined)	-1%	-2%	3%	7%	10%	-1%	8%	2%	-10%	-3%	2.1%
CCOc1cc2[nH]c(=O)n(CCCCC(=O)NC3CCCCC3)c(=O)c2cc1OCC	-14%	7%	7%	-39%	4%	?	-2%	4%	49%	1%	4.4%
COc1ccc(N(C(=O)COc2ccccc2)C2C=CS(=O)(=O)C2)cc1 (centres undefined)	6%	-6%	1%	-9%	-1%	-1%	-2%	0%	-2%	-1%	-0.3%
O=C(O)C(Cl)(c1ccccc1)c1ccccc1	14%[7.6 µM]	2%[11.4 µM]	-4%[9.17 µM]	7%[11.4 µM]	5%[11.4 µM]	-2%[11 µM]	7%[9.22 µM]	0%[11.4 µM]	3%[11.5 µM]	1%[11.4 µM]	0.0%[9.22 µM]
CCOC(=O)C1Cn2c(nc3c(c2=O)C2(CCCC2)Cc2ccccc2-3)S1 (centres undefined)	?	-17%[11.4 µM]	-10%[9.17 µM]	-5%[11.4 µM]	?	12%[11 µM]	-4%	-1%[11.4 µM]	-13%	2%	-1.3%[0.0738 µM]
COC(=O)C1=C(N)Oc2cc(C)n(Cc3cccnc3)c(=O)c2C1c1cccc(OC)c1OC (centres undefined)	?	12%	-1%	-12%	17%	-4%	0%	-8%	-8%	0%	1.9%[57.5 µM]
CCn1c(SCC(=O)N2CCCCC2)nnc1-c1ccc(S(=O)(=O)N2CCN(C)CC2)cc1	2%	2%	0%	-2%	9%	1%	3%	0%	-4%	3%	nt
COc1ccc(N2C3=[N+](CCCC3)CC2(C)O)cc1 (centres undefined)	-8%	3%	4%	11%	-8%	1%	7%	5%	-14%	-2%	-0.1%[57.5 µM]
O=C(c1cccc(S(=O)(=O)N2CCCCC2)c1)N1CCOCC1	-2%	-1%	4%	0%	-13%	-1%	1%	-6%	-6%	-1%	nt
CCC1C(C#N)=C(SC)NC2=C1C(=O)CC(C)(C)C2 (centres undefined)	?	-10%[11.4 µM]	4%[9.17 µM]	0%[11.4 µM]	3%[11.4 µM]	-1%[11 µM]	-2%	4%[11.4 µM]	29%	0%	-1.1%[0.0738 µM]
CC1CCCCN1CCn1c(=S)[nH]c2ncccc2c1=O (centres undefined)	?	12%	-6%	-39%	5%	12%	-2%	4%	-13%	0%	-0.9%
COC(=O)c1cccc2c1-c1ccccc1/C2=N/O	-10%	-19%	3%	-18%	-6%	-1%	1%	-7%	-4%	2%	nt
CCN(CCNC(=O)C1CCN(S(=O)(=O)c2cccc3cccnc23)CC1)c1ccccc1	?	0%	21%	-14%	-1%	-9%	10%	-2%	-25%	1%	-1.1%
O=C(NCc1ccccc1)N1CCN(c2ccccc2F)CC1	?	9%	-4%	1%	-7%	3%	8%	-2%	2%	-1%	0.6%[57.5 µM]
COC(=O)C(NC(=O)c1ccco1)(Nc1nc(C2CC2)cs1)C(F)(F)F (centres undefined)	20%	-10%	-1%	0%	3%	-3%	2%	-1%	-9%	2%	-0.9%
CCN1C(=O)[C@H]2[C@@H]3[C@H](O)[C@H](O)CC(=O)[C@H]3CC[C@H]2C1=O	nt	3%&2%[11.4 µM]	nt	nt	-8%&4%[11.4 µM]	nt	nt	nt	7%&13%[11.5 µM]	1%&1%[11.4 µM]	4.3%&-1.5%[9.22 µM]
CCCn1c(CCC(=O)O)ccc1-c1cccs1	4%	?	11%	-5%	-19%	-27%	-3%	1%	6%	-2%	nt

Some of the compounds tested (hit frequency here may not be typical).
